# Bioassay records (PubChem BioAssay)
# bub3: NCI yeast anticancer drug screen, S. cerevisiae bub3 mutant strain; 78,000 tested, 9.9% active; AID 167; growth inhibition, % at 50 µM;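 also: 0% = growth of vehicle-only cultures of the same strain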
#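 Whole-cell yeast assay. The mutant strain was incubated with compounds, and growth inhibition was determined by comparison with vehicle-treated cells.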
# sgs1 mgt1: NCI yeast anticancer drug screen, S. cerevisiae sgs1 mgt1 strain; % growth inhibition at 50 µM; 78,000 tested, 10% active; AID 161;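 also: 0% = growth of vehicle-only cultures of the same strain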
#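 Read-out: growth inhibition vs vehicle controls. Cells: mutant yeast strain deficient in DNA damage repair.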
# yeast mlh1 rad18: NCI yeast anticancer drug screen, S. cerevisiae mlh1 rad18 strain; growth inhibition, % at 50 µM; 79,000 tested, 11% active; AID 175;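 also: 0% = growth of vehicle-only cultures of the same strain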
#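 Compound-treated yeast growth, normalised to vehicle controls. Strain bears defined DNA repair mutations.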
# rad50: NCI yeast anticancer drug screen, S. cerevisiae rad50 strain. 79,000 tested, 10% active. AID 155. % growth inhibition at 50 µM;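 also: 0% = growth of vehicle-only cultures of the same strain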
#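 Genetically altered yeast (DNA repair pathway); compound treatment; growth inhibition vs vehicle ctrl.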
# yeast cln2 rad14: NCI yeast anticancer drug screen, S. cerevisiae cln2 rad14 strain. 78,000 tested, 8.3% active. % growth inhibition at 50 µM. AID 165;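 also: 0% = growth of vehicle-only cultures of the same strain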
#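 Growth inhibition, relative to vehicle-treated controls, is the read-out. The test organism is a yeast strain with defined genetic alterations, cln2 rad14.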
# yeast mec2-1: NCI yeast anticancer drug screen, S. cerevisiae mec2-1 strain. % growth inhibition at 50 µM. 79,000 tested, 9% active;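 also: 0% = growth of vehicle-only cultures of the same strain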
#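 Vehicle-treated cultures served as reference for growth inhibition of compound-exposed mec2-1 yeast.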
# The depositor's hits bear a star; · = no result given; & = joins results of further samples. Rule as the data show it: active = growth inhibition above about 70%; inactive = the rest.
no.	Molecule	bub3	sgs1 mgt1	yeast mlh1 rad18	rad50	yeast cln2 rad14	yeast mec2-1
1	CC(=O)[CH-]C(=O)c1ccccc1.CC(=O)[CH-]C(=O)c1ccccc1.CC[C@H](CCC(C)[C@H]1CCC2[C@@H]3CC=C4C[C@@H]([O-])CC[C@]4(C)C3CC[C@@]21C)C(C)C.CC[C@H](CCC(C)[C@H]1CCC2[C@@H]3CC=C4C[C@@H]([O-])CC[C@]4(C)C3CC[C@@]21C)C(C)C.Cl.[Ti+4] (some centres undefined)	27	23	5	19	-11	4
2	COc1cc(C)c(C(=O)/C=C/c2cc(OC)c(O)c(OC)c2)cc1O	46	40	47	56	36	37
3	CCCCCCCCC(CO)CCCCCC (centres undefined)	-6	31	9	16	2	-1
4	CCOc1ccc(C(=O)N2CCCCC2)cc1	20	22	29	43	8	27
5	CCCCCCCCCCC/C=N\[N+](C)(C)C	99*	99*	98*	98*	97*	99*
6	CCCCCCCCCc1cc(=O)c2ccc(OCc3ccccc3)cc2o1	-29	-21	-42	-42	-11	-29
7	CCOC(=O)C(C(=O)OCC)c1cc(-c2cc3ccccc3o2)oc(=O)c1C#N	-4	10	30	48	16	20
8	CCCCCC=C(c1cc(Cl)c(OC)c(C(N)=O)c1)c1cc(Cl)c(OC)c(C(N)=O)c1	6	-12	-14	-20	-93	-9
9	COc1ccc(-n2c(C)c(COC(C)=O)c(COC(C)=O)c2C)cc1	-8	-1	-55	-5	-3	-18
10	CC(C)C[N+]1(Cc2ccc(Cl)cc2Cl)CCOCC1	-9	2	9	-3	-23	9
11	CC(C)NC(=O)OCc1c(COC(=O)NC(C)C)c(-c2ccc(Cl)c(Cl)c2)n2c1CS(=O)(=O)C2	-4	-21	-2	-20	8	0
12	CC(=O)NC(Cc1ccc(C)cc1)C(=O)O (centres undefined)	-3	20	2	3	-4	-4
13	CC(=O)/C(=C/n1c(=S)[nH]c2ccccc21)C(=O)Nc1ccc([N+](=O)[O-])cc1	-14	-14	-13	-18	-9	-3
14	CN(C)c1ccc(/C=N/N(Cc2ccccc2)c2ccccc2)cc1	11	3	10	-14	-12	-29
15	O=C(CCCN1CCC2(CC1)CC(=O)N(N1CCOCC1)C2=O)c1ccc(F)cc1	-3	3	15	-5	4	6
16	CCCC(=O)Nc1ccc(Br)cc1	-11	18	0	22	1	16
17	Cc1cc(N(CCC#N)CCC#N)ccc1/C=C1/N=C(c2ccccc2)N(N)C1=O	5	10	-3	-3	3	13
18	CCOC(=O)C1NC(=O)NC1C(=O)OCC (centres undefined)	0	0	1	5	-5	-6
19	COc1ccc(C(C#N)CC#N)cc1OC (centres undefined)	12	-6	4	-7	17	10
20	O=C(NC(=S)Nc1cccc([N+](=O)[O-])c1)c1ccccc1	7	-2	12	-3	-11	27
21	Nc1nc(N)nc(CC(=O)O)n1	-15	-57	-37	-16	-60	-23
22	C#CN1C(=O)c2c(c(-c3ccccc3)c(-c3ccc(Oc4ccc(-c5c(-c6ccccc6)c6c(c(-c7ccccc7)c5-c5ccccc5)C(=O)N(C#C)C6=O)cc4)cc3)c(-c3ccccc3)c2-c2ccccc2)C1=O	1	2	15	7	10	10
23	CC(=O)C(C)C(=O)N1C(=O)N(C)C2(C)N(C)C(=O)NC12C (centres undefined)	-6	-24	7	2	8	-45
24	CCN(CC)CCCC#CCN1CCOCC1	-45	-21	-20	-39	-17	-48
25	Nc1ccc2[nH]c(-c3ccccc3)cc(=O)c2c1	·	·	-16	-38	·	-34
26	CCC(CCC1CCCCC1)C(=O)NC(N)=O (centres undefined)	6	-13	16	11	-9	12
27	COc1ccc(C(C(=O)O)c2ccc(N)cc2)cc1 (centres undefined)	0	15	-6	5	10	28
28	CCOc1c(Br)cc(Br)cc1/C=N/NS(=O)(=O)c1ccc(C)cc1	72*	82*	75*	76*	83*	75*
29	O=C(CCc1cc(-c2ccco2)n(-c2ccc([N+](=O)[O-])cc2[N+](=O)[O-])n1)Nc1ccccc1	6	-51	-35	-14	4	-4
30	COc1ccc2c3c(ccc2c1)C(=O)C(C)(C#N)CC3 (centres undefined)	8	2	-15	-13	-15	14
31	CNC(CC1CCCCC1)C(=O)O (centres undefined)	-7	-5	-25	-19	-4	-3
32	CC(=O)/C(Cc1ccc(O)cc1)=N/O	7	3	2	1	-2	-2
33	O=C(c1ccco1)N(C(=S)N1CCN(c2ccccn2)CC1)c1ccccc1	53	63	57	77*	36	47
34	O=C1C2=C(Nc3ccccc3N2)OC1c1ccccc1Cl (centres undefined)	-22	-22	4	-1	7	-12
35	N=C(N)SCc1ccc(Oc2ccc(CSC(=N)N)cc2)cc1	-2	-4	15	0	0	1
36	Cc1ccc(NC(=S)SCc2ccc3c(c2)OCO3)cc1Br	91*	92*	90*	90*	89*	92*
37	COC(=O)c1cc2c(c3c1CC(Cc1ccccc1)C3=O)CCC2 (centres undefined)	-9	-3	12	-1	-18	-10
38	CCCCCNc1ccc2c(cc1=O)C(NC(C)=O)CCc1cc(OC)c(OC)c(OC)c1-2 (centres undefined)	45	18	25	13	72*	20
39	CCOC(=O)C(O)(NC(C)=O)C(F)(F)F (centres undefined)	0	-1	-47	28	17	-4
40	Cc1cccc(C(C)C)c1NC(=O)/C(Cc1c([N+](=O)[O-])cccc1[N+](=O)[O-])=N/NC(=O)CC#N	-23	14	5	0	11	-4
41	COc1ccc(/C=C2\Sc3scc(-c4ccc([N+](=O)[O-])cc4)[n+]3C2=O)cc1OC	83*	66	66	39	29	55
42	NC(=O)COC(=O)c1c(Cl)nc2sccn12	25	-14	19	8	5	5
43	O=C(N/N=C/c1ccc2c(c1)CCN2)c1cccs1	·	·	11	1	·	7
44	CCC(C)(C)C1CCCCC1OC(C)=O (centres undefined)	3	3	1	8	8	-3
45	Cn1c(=O)[nH]c(=O)n(C2OC(CO)C(O)C2O)c1=O (centres undefined)	6	7	7	11	-34	0
46	O=c1cc2c(n[nH]1)CCCC2	-1	3	11	9	17	5
47	COC(=O)C1=C(C(=O)OC)C(C(=O)OC)N2C=CC=CC2=C1C(=O)OC (centres undefined)	12	7	8	0	23	-20
48	COc1ccc(C2=C(N)c3ccccc3C2=O)cc1	16	25	-36	20	19	5
49	CCOC(=O)C1=C(C)C/C(=N/NC(N)=O)CC1	-1	-1	-8	6	0	-18
50	C1CCCc2c(-c3n[nH]c4c3CCCCCC4)n[nH]c2CC1	3	8	36	19	14	9
51	O=C(c1cc2c(C(F)(F)F)onc2c2ccccc12)C(F)(F)F	39	51	36	77*	65	45
52	S=c1[nH]c2ccccc2c(=S)n1CN1CCCCC1	5	-15	-12	-27	-13	-27
53	COc1ccc2c(C)cc(N/N=C(\C)c3ccccn3)nc2c1	100*	100*	99*	100*	100*	100*
54	C=C(C)C1CCC2(CO)CCC3(C)C(CCC4C5(C)CCC(OC6CCCCO6)C(C)(C)C5CCC43C)C12 (centres undefined)	-47	-8	-8	-19	-2	-13
55	O=C(O)c1ccc(C2COc3ccc(Cl)cc3C2)cc1 (centres undefined)	-19	-24	-24	-11	5	-20
56	NC(=O)N/N=C/c1ccncc1	9	-25	7	-7	-7	29
57	CCCCCCCC/C(=N\NC(N)=O)c1ccccc1	10	16	16	24	0	3
58	c1ccc2c(c1)CCCN2c1nc(N2CCCC2)nc(N2CCOCC2)n1	5	4	-8	-12	7	-22
59	CN(C)CC(C)(Oc1ccccc1)C(=O)c1ccc(Cl)cc1 (centres undefined)	58	32	30	10	-15	5
60	C=CCOC(=O)c1ccc(C(C)C)cc1	8	10	36	25	8	12

# The list goes on:
no.	Molecule	bub3	sgs1 mgt1	yeast mlh1 rad18	rad50	yeast cln2 rad14	yeast mec2-1
61	C=CCOC(=O)C1(O)c2ccccc2NC(=S)N1CC=C (centres undefined)	10	5	-1	1	7	7
62	O=[N+]([O-])c1ccc(C=C2C=c3ccccc3=C2)cc1	5	-14	7	6	-29	1
63	CC1=C(C(=O)OC(C)(C)C)C(c2ccc([N+](=O)[O-])cc2)C(C(=O)OC(C)(C)C)=C(C)N1	-13	4	15	0	12	-5
64	CCCCCCNC(=O)/C(=C/c1ccc(OC)cc1)NC(=O)c1ccccc1	-10	-19	4	-41	-10	-37
65	CC(=O)Nc1nnc(S(C)(=O)=O)s1	-37	-56	-33	-30	7	-29
66	CC(=O)c1ccc2sc3ccccc3c2c1	88*	70*	88*	96*	33	58
67	CCN(CC)c1ccc(/C=C(\C)c2nc3ccc(Cl)cc3[nH]2)cc1	-6	4	-5	-5	7	7
68	O=[N+]([O-])c1cccc(C2=NON(c3ncccn3)C3N=CC=CN23)c1 (centres undefined)	-10	14	26	12	-5	-18
69	CN(C)c1ccc(S(=O)(=O)OC2C(C3COC(C)(C)O3)OC3OC(C)(C)OC32)cc1 (centres undefined)	3	-9	5	-8	-16	1
70	Cc1ccccc1NC(=S)NCCC(=O)O	2	5	-9	-5	-19	8
71	Cc1cc2nc(C(C)C(=O)c3ccc(Cl)cc3)c(=O)[nH]c2cc1C (centres undefined)	-24	-1	-4	-12	0	-13
72	COc1ccc2c(c1)C1(C)CCCC(C)(CO)C1CC2 (centres undefined)	1	20	-11	37	4	0
73	C/C=C/C=N/NS(=O)(=O)c1ccc(C)cc1	-1	-4	-12	11	-45	18
74	CC(O)CCOCCCBr (centres undefined)	3	-2	-6	1	-17	-6
75	O=c1[nH]cnc2c(COCCO)c[nH]c12	-34	-20	-21	-19	-4	3
76	CCN(CC)CCN1C(=O)C2C3C=CC(C3)C2C1=O (centres undefined)	-3	3	-15	-15	-15	-15
77	CC(C)(OCc1ccccc1)c1ccccc1P(c1ccccc1)c1ccccc1	55	47	68	69	29	32
78	Oc1c(Cl)cc(Cl)c2cccnc12	98*	98*	99*	99*	98*	99*
79	C=CCNC(N)=S	-2	3	17	-5	7	-10
80	CC(=O)Nc1ccc(C(=O)N2N=C(C)/C(=C/c3ccccc3O)C2=O)cc1	-20	-38	-31	-10	-11	-23

# Looked up by structure from above, three records:
no.	Molecule	bub3	sgs1 mgt1	yeast mlh1 rad18	rad50	yeast cln2 rad14	yeast mec2-1
70	Cc1ccccc1NC(=S)NCCC(=O)O	2	5	-9	-5	-19	8
76	CCN(CC)CCN1C(=O)C2C3C=CC(C3)C2C1=O (centres undefined)	-3	3	-15	-15	-15	-15
71	Cc1cc2nc(C(C)C(=O)c3ccc(Cl)cc3)c(=O)[nH]c2cc1C (centres undefined)	-24	-1	-4	-12	0	-13

# Carrying on.
no.	Molecule	bub3	sgs1 mgt1	yeast mlh1 rad18	rad50	yeast cln2 rad14	yeast mec2-1
81	c1ccc(N=C2NNC(=Nc3ccccc3)NN2)cc1	3	5	8	-18	2	2
82	COc1cc(C)c2c(ccc3ccccc32)n1	16&10	11&16	19&61	24&25	22&-9	24&20
83	COc1ccc(S(=O)(=O)n2c3c(c4ccccc42)[C@@H]2[C@@H](CCCN2C(=O)CS(=O)c2ccc(C)cc2)[C@H](Cl)C3)cc1 (some centres undefined)	-6	25	40	22	-12	16
84	CCOC(=O)c1[nH]c2ccc(O)c3c2c1CCC3=O	6	-4	16	31	13	-4
85	CCCCCC(=O)Nc1cc(N)cc(C(=O)O)c1	0	10	-14	4	-10	9
86	O=c1c2cnccc2cc2n1CCc1c-2[nH]c2ccccc12	70	89*	86*	88*	90*	89*
87	COc1ccc2c(c1)C(=O)C(CO)C(C(=O)O)C2 (centres undefined)	-4	-1	-25	-13	-25	-17
88	COc1ccc(-c2oc(/C=N/NC(N)=S)c([N+](=O)[O-])c2-c2ccc(OC)c(OC)c2)cc1OC	29	44	35	45	24	23
89	Nc1ccc(N)c(Cl)c1	-7	-20	-3	-19	15	-16
90	Cc1ccc(-n2c(C)nc3[nH]cc(C)c3c2=N)cc1	1	-1	3	-9	3	-3
91	O=C(O)C1C2CCCCC2=C2CCCCC2C1C(=O)O (centres undefined)	-20	-9	-4	-16	-44	-4
92	O=C(O)c1cc(C(=O)O)cc(C(=O)O)c1	-3	-8	-30	-2	-57	-16
93	CCOC(CN(C)C(=O)Nc1ccc(Cl)c(Cl)c1)OCC	55	59	39	64	68	33
94	C/C=C/Cc1nnc(C)c2c(C)[nH]nc12	48	15	23	8	40	14
95	O=C1CCC(=O)N1n1c(Cc2ccccc2)n[nH]c1=O	-40	-31	-10	-20	-4	-19
96	NCCCCC(NC(=O)OCc1ccccc1)C(=O)NCC(N)=O (centres undefined)	16	5	-30	10	4	8
97	CN(C)c1ccc(/C=C(\C#N)c2ccc(Cl)cc2Cl)cc1	7	0	1	-16	-26	-15
98	COC(=O)C1=C(O)c2cc(-c3ccccc3)c(-c3ccccc3)c(C#N)c2NC(=O)C1	-4	13	30	32	11	24
99	CC(O)C1C(C(=O)O)C2C(C)OC(=O)C12 (centres undefined)	2	-1	16	-1	52	-3
100	CC(=O)N(CC(=O)O)c1ccccc1	31&-1	15&-8	-4&-13	-8&-11	-66&-9	22&-13

# Along the list, as entered above.
# Nos. 86 to 95 in rad50: 88*, -13, 45, -19, -9, -16, -2, 64, 8, -20
